PP5 inh: PP5 phosphatase inhibitors, primary screen, biochemical, fluorescence | purified PP5c, OMFP substrate fluorescence | Serine/threonine-protein phosphatase 5 (Homo sapiens), P53041 | 320,000 compounds, 0.18% hits | inhibition, % at 6.7 µM | AID 1987, 2009;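 active means inhibition above the campaign's mean inhibition across all tested compounds plus 3 SD, cut at about 9.5% in these data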;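 further: 0% = DMSO only and 100% = 100 µM cantharidin control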
procasp7 counter: procaspase-7 activators, primary screen, counter-screen for procaspase-3 activator project, biochemical, absorbance, HTS, human; activation, % at 8.5 µM; AID 463210, 2010; 330,000 compounds, 0.093% hits; Caspase-7 (Homo sapiens), P55210; recombinant procaspase-7, Ac-DEVD-pNA absorbance 405 nm; D23A/D198A/D206A triple mutant, cannot self-cleave; scale: DMSO 0, 5 µM enzyme 100;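 active means percent activation above the screen-wide mean plus 3 SD, cut at about 25% in these data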
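Material: Procaspase-7 triple mutant (PC-7 D3A) | Quantity: 2 µM procaspase-7 mutant as dispensed | Reagent: DEVD-pNA substrate | Times: 1 h preincubation, 2 h reaction | Technique: 405 nm absorbance of p-nitroaniline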
GRK2 aptamer HTS: compounds blocking aptamer binding on GRK2 – biochemical, human GRK2, bead flow cytometry, HTS, primary screen | Beta-adrenergic receptor kinase 1 (Homo sapiens), P25098 | FAM-aptamer displacement from GRK2 | inhibition of aptamer binding, % at 10 µM | 330,000 compounds, 0.59% hits;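 active means inhibition of aptamer binding above 40%, roughly 3 SD of noise, on plates passing a quality check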;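 further: median bead fluorescence of bound FAM aptamer so fluorescent compounds give negative values; no value below 0 was filed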
VLA-4 inh: inhibition in human VLA-4 binding assay, primary screen, VLA-4 allosteric modulator project, MLPCN library, flow cytometry, VLA-4 expressing cells. ligand binding flow cytometry. 330,000 compounds, 0.2% hits. inhibition, % (about 7 µM as worked out from the volumes in the protocol). Integrin alpha-4 (Homo sapiens), P13612; in the data active means inhibition above about 50%
Target sequence (P13612 whole entry, looked up): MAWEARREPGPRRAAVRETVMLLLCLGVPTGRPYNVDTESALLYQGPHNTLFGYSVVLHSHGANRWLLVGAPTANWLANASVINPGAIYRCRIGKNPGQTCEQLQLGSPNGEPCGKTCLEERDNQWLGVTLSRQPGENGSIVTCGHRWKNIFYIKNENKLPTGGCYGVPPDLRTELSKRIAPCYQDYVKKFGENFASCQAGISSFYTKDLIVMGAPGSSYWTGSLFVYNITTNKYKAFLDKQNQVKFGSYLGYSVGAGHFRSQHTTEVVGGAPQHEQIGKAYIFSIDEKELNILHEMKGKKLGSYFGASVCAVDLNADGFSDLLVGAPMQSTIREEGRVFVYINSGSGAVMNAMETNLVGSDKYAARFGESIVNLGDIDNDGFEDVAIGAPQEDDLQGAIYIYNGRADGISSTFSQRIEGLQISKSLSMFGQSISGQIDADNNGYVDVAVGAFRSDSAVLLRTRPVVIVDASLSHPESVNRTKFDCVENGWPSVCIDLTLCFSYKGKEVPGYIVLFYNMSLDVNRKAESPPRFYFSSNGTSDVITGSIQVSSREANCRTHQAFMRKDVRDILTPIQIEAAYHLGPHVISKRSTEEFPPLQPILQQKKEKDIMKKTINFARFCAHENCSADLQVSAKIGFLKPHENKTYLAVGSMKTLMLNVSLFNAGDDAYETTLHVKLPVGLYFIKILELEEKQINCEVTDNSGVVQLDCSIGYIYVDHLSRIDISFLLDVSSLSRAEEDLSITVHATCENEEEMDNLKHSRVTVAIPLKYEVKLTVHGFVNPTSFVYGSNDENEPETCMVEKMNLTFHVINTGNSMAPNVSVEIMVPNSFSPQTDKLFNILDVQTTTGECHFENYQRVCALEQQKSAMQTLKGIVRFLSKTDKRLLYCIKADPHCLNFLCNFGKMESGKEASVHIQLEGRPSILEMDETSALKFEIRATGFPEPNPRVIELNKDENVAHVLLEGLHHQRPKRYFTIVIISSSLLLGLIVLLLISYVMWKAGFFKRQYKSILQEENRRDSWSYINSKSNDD
procasp3 activ: activators of human procaspase-3 D3A mutant, primary screen, biochemical, absorbance, PC-3 D3A mutant, single concentration; 330,000 compounds, 0.11% hits; activation, % at 8.5 µM; recombinant procaspase-3 D3A, Ac-DEVD-pNA absorbance 405 nm;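 active means activation above the mean of all tested compounds plus 3 SD, cut at about 21% in these data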;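 further: 0% = DMSO alone and 100% = DMSO wells spiked with extra 5 µM PC-3 D3A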
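Compound: 8.5 µM single point, 0.8% DMSO / Material: Autoprocessing-dead procaspase-3 D3A mutant enzyme / Timing: 1 h preincubation plus 2 h reaction at 25 °C / Medium: Zinc-free HEPES/NaCl buffer with 0.01% Triton X-100 at pH 7.4 / Technique: 405 nm absorbance of p-nitroaniline, reads at 0 and 120 min / Repeats: one well per compound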
CTSL1 counter: Fasciola hepatica cathepsin L1 inhibitors, primary screen, counter-screen for PFM18AAP inhibitor project, biochemical, QFRET, fluorogenic peptide substrate; 300,000 compounds, 0.49% hits; recombinant F. hepatica cathepsin L1, Z-Leu-Arg-MCA fluorescence; inhibition, % at 5.96 µM;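 active means inhibition above the mean of all tested compounds plus 3 SD, set per screening campaign, cut at about 17% in these data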;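 further: 0% = plate median of test compound wells and 100% = 1 µM Z-Phe-Ala-diazomethylketone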
core dimer inh: inhibitors of HCV core protein dimerization, primary screen, biochemical, TR-FRET, high-throughput | TR-FRET GST/Flag-core106 dimerization, 1536-well | inhibition, % at 5 µM | 300,000 compounds, 0.33% hits | AID 1899, 2009;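 active means inhibition above the mean of all tested compounds plus 3 SD, set per screening campaign, cut at about 45% in these data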
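Material: Tagged HCV core106 pair (GST and Flag) | Amount: GST-core106 13.5 nM, Flag-core106 17 nM | Medium: KF-containing HEPES buffer, pH 7.45, DTT, CHAPS, BSA | Reagent: Eu donor and XL665 acceptor anti-tag antibodies | Schedule: 4 h at 22.5 °C | Technique: Time-resolved FRET, ex 340 nm, em 617 and 671 nm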
PP1 inh: PP1-alpha phosphatase inhibitors, primary screen, counter-screen for PP5 inhibitor project, biochemical, fluorescence, OMFP substrate, single point | Serine/threonine-protein phosphatase PP1-alpha catalytic subunit (Homo sapiens), P62136 | purified PP1alpha | inhibition, % at 6.7 µM | 320,000 compounds, 0.9% hits | AID 2235, 2010;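 active means inhibition above the mean inhibition of all tested compounds plus 3 SD, computed separately for each screening campaign, cut at about 15% in these data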
JMJD2C inh: inhibitors of GASC-1 histone demethylase, primary screen, biochemical, fluorescence, DELFIA europium | GST-JMJD2C(1-420) H3K9me3 demethylation | 330,000 compounds, 0.069% hits | AID 2099, 2009 | inhibition, % at 2.35 µM | Lysine-specific demethylase 4C (Homo sapiens), Q9H3R0;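 active means more than half of a compound's replicate wells show inhibition beyond 50%, single wells judged on their own value; inconclusive means some, but no more than half, of replicates pass 50% inhibition; inactive means no replicate passes 50% inhibition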;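 further: signal counts dimethyl H3K9 product captured on neutravidin plate; 0% = median of DMSO wells and 100% = 0.3 times that DMSO median; strong numbers were not always called active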
Starred values were filed as active, the others as inactive; i = inactive; ? = inconclusive; · = not tested or not shown.

A first look:
cpd	SMILES	PP5 inh	procasp7 counter	GRK2 aptamer HTS	VLA-4 inh	procasp3 activ	CTSL1 counter	core dimer inh	PP1 inh	JMJD2C inh
1	CN(C)c1ccc(NC(=O)CN2CCC(C(=O)c3ccc(F)cc3)CC2)cc1	3.8	-14	0	-97	2	4	-4	1	2
2	COc1cc(/C=N/Nc2ccc(C(=O)O)cc2)cc(OC)c1OC	0.0	8	1	2	-6	2	-9	-6	-8
3	COc1ccc(NC(=O)c2ncn[nH]2)cc1	-0.3	-2	2	-6	-4	3	-1	-1	0
4	CCOC(=O)c1cnn(-c2ccccc2)c1N	-0.8	6	2	-1	2	3	0	2	3
5	CCN(CC)C(=O)CSc1nnc(-c2ccc(F)cc2)n1N	1.5	20	0	16	5	-4	-10	-1	-12
6	CC(C)CC(=O)Nc1ccc2ccccc2c1	1.1	7	5	12	3	-3	-2	2	-1
7	Cc1cc(C)c2sc(N(CCCN(C)C)C(=O)c3ccc(S(=O)(=O)N(C)Cc4ccccc4)cc3)nc2c1	2.4	4	0	14	6	0	-8	10	1
8	O=[N+]([O-])c1ccc2oc(-c3cccc(O)c3)nc2c1	1.4	3	0	10	-2	1	0	-1	-37
9	Cc1ccc(CN2CCSc3ccc(C(=O)NCC4CCCO4)cc32)cc1 (stereo not given)	5.5	-5	3	7	-1	-4	12	-1	-1
10	Cc1nc2c3cnn(-c4ccc(C)c(C)c4)c3ncn2n1	-9.2	9	0	2	-4	5	0	2	-1
11	COc1ccc(NC(=O)C(C)N2CCN(C)CC2)cc1 (stereo not given)	-1.7	-5	0	0	-3	-3	-1	-3	-11

The list itself, repeating the preview:
cpd	SMILES	PP5 inh	procasp7 counter	GRK2 aptamer HTS	VLA-4 inh	procasp3 activ	CTSL1 counter	core dimer inh	PP1 inh	JMJD2C inh
1	CN(C)c1ccc(NC(=O)CN2CCC(C(=O)c3ccc(F)cc3)CC2)cc1	3.8	-14	0	-97	2	4	-4	1	2
2	COc1cc(/C=N/Nc2ccc(C(=O)O)cc2)cc(OC)c1OC	0.0	8	1	2	-6	2	-9	-6	-8
3	COc1ccc(NC(=O)c2ncn[nH]2)cc1	-0.3	-2	2	-6	-4	3	-1	-1	0
4	CCOC(=O)c1cnn(-c2ccccc2)c1N	-0.8	6	2	-1	2	3	0	2	3
5	CCN(CC)C(=O)CSc1nnc(-c2ccc(F)cc2)n1N	1.5	20	0	16	5	-4	-10	-1	-12
6	CC(C)CC(=O)Nc1ccc2ccccc2c1	1.1	7	5	12	3	-3	-2	2	-1
7	Cc1cc(C)c2sc(N(CCCN(C)C)C(=O)c3ccc(S(=O)(=O)N(C)Cc4ccccc4)cc3)nc2c1	2.4	4	0	14	6	0	-8	10	1
8	O=[N+]([O-])c1ccc2oc(-c3cccc(O)c3)nc2c1	1.4	3	0	10	-2	1	0	-1	-37
9	Cc1ccc(CN2CCSc3ccc(C(=O)NCC4CCCO4)cc32)cc1 (stereo not given)	5.5	-5	3	7	-1	-4	12	-1	-1
10	Cc1nc2c3cnn(-c4ccc(C)c(C)c4)c3ncn2n1	-9.2	9	0	2	-4	5	0	2	-1
11	COc1ccc(NC(=O)C(C)N2CCN(C)CC2)cc1 (stereo not given)	-1.7	-5	0	0	-3	-3	-1	-3	-11
12	CCN1CCN(c2nc3c(C)cccn3c(=O)c2/C=C(\C#N)C(=O)NCCCOC)CC1	-0.2	-4	1	0	-4	3	-2	0	-6
13	C=CCOn1c(=O)c(C)[n+]([O-])c2ccccc21	0.3	2	1	0	1	3	0	4	-2
14	CC(C)c1csc(CN2CCC(CO)(Cc3cccc(F)c3)CC2)n1	2.5	7	2	8	1	3	0	-3	-10
15	COc1ccc(CN2C[C@H](C)[C@@H](CC(=O)NCc3ccccc3)C2=O)cc1	2.0	2	4	-6	-7	-3	5	1	-2
16	O=C(c1cnn2ccccc12)N1CCN(C2CCCCC2)CC1	1.0	1	0	-20	9	0	-2	3	9
17	CN1c2ccccc2C(C)(C)C12CC(CCl)=NO2 (stereo not given)	1.1	-5	1	-30	-10	8	5	-1	21
18	CCOc1ccccc1CN1CCN(C2CCOCC2)CC1CCO (stereo not given)	-1.2	2	0	-8	-4	-3	-18	0	5
19	NC(=O)c1cc(NC(=O)CCNS(=O)(=O)c2cccc(C(F)(F)F)c2)cc(C(N)=O)c1	4.5	5	2	-31	5	2	-13	3	2
20	O=C(Nc1ccccc1)c1ccc(NC(=O)C2CC2)cc1	-1.1	-2	1	10	2	-1	-4	-2	-4
21	O=C(CSc1ccccc1C(=O)O)Nc1cccc(C(=O)O)c1	1.8	-8	2	-11	-5	-1	0	-2	12
22	CCOC(=O)c1sc(NC(=O)CSc2nc3ccccc3o2)c(C(=O)OCC)c1C	0.5	-1	3	12	-4	-2	5	2	2
23	Cc1ccc(S(=O)(=O)Nc2ccc3cn[nH]c3c2)c(C)c1	5.1	7	1	14	-2	·	·	0	-5
24	C=CCNC(=S)NNC(=O)c1ccccc1OCC	0.3	0	1	40	11	4	-2	1	-7
25	CN(c1ccccc1)S(=O)(=O)c1ccc(Cl)nc1	-2.1	3	0	3	3	-1	-4	-2	18
26	CC(C)[C@H](NC(=O)N1CC(=O)Nc2ccccc21)C(=O)N[C@H](Cc1ccccc1)C(=O)O	3.1	-5	0	-15	9	-2	1	-3	?
27	O=C1N=C(N2CCCC2)S/C1=C\c1cn[nH]c1-c1ccccc1	3.3	-5	0	-3	8	2	-13	-2	-6
28	CCC(C)[C@H](NC(=O)N1CCn2c1nc1ccccc12)C(=O)NCc1ccccc1 (stereo not given in full)	0.8	11	2	9	12	1	-9	1	2
29	C#CCOc1c(Br)cc(/C=N\NC(=O)CN2CCOCC2)cc1OCC	0.8	9	1	-3	5	1	-3	-3	4
30	Cc1c(-c2ccccc2)cn2c1-c1ccc(C)n1CC2	-0.2	4	0	-82	-3	-1	40	3	1
31	COc1ccccc1N1CCN(C(=O)CSc2ncccc2-c2nc3ccccc3[nH]2)CC1	5.1	1	4	-10	6	-2	11	0	5
32	O=[N+]([O-])c1ccc(N2CCN(CC(O)COc3ccccc3)CC2)cc1 (stereo not given)	3.1	-2	0	8	6	3	-2	0	2
33	CCN(CC)CCN(Cc1cc2cc3c(cc2[nH]c1=O)OCCO3)C(=O)NC1CCCCC1	2.4	2	0	-53	1	2	2	-6	-2
34	CCN(Cc1ccncc1)C(=O)CC1C(=O)NCCN1Cc1ccc(F)c(F)c1 (stereo not given)	3.0	3	0	14	-3	-7	2	-5	-16
35	CCOC(=O)c1c(N)sc(C(O)(C(F)(F)F)C(F)(F)F)c1-c1ccc(F)cc1	7.6	-10	0	31	-5	3	6	2	-14
36	CCN1CCN(C(CNC(=O)c2ccc3c(c2)OCO3)c2cccnc2)CC1 (stereo not given)	1.0	3	2	5	8	-1	0	-10	-16
37	Cc1ccc(C(=O)Nc2cccnc2)cc1Cl	-1.5	6	0	17	7	-4	7	0	1
38	Cc1c(C(=O)N(Cc2ccncc2)CC2CCCO2)oc2c(F)cccc12 (stereo not given)	3.1	11	3	-15	-2	-1	3	-1	-2
39	O=C(Cn1nnc(-c2cccs2)n1)Nc1ccccc1C(F)(F)F	4.5	8	0	1	7	-3	-2	3	1
40	CCn1c(SCC(=O)NC2CCCCC2)nnc1-c1ccco1	-3.2	7	0	4	-5	1	0	-2	-8
41	CC1(C)O[C@@H]2C[C@H]3[C@@H]4C[C@H](F)C5=CC(=O)C=C[C@]5(C)[C@H]4[C@@H](O)C[C@]3(C)[C@]2(C(=O)CO)O1	2.2	-3	0	16	-3	-1	-7	-2	·
42	CCCCc1cc2c(cc1NC(=O)CN1CCCCC1)OCCO2	0.7	7	1	6	-8	-4	2	0	-2
43	Cc1cccnc1NC(=O)CNC(=O)c1sc2ccccc2c1Cl	5.6	3	0	1	7	·	·	-4	2
44	NC(=O)C1CC(=O)N(c2ccc(OCc3ccc(Cl)cc3Cl)cc2)C1 (stereo not given)	-0.2	4	0	16	7	4	1	1	3
45	CCCn1c(C)cc(C(=O)COc2ncnc3sccc23)c1C	0.2	10	1	5	3	0	18	-3	2
46	Fc1ccc(-n2c(-c3ccc4ccccc4n3)n[nH]c2=S)cc1	-1.6	-18	0	16	-7	1	-1	-3	3
47	O=C(Nc1ccc(Cc2ccc(NC(=O)C3CC3)cc2)cc1)C1CC1	-1.2	0	2	0	4	0	2	1	-10
48	Cc1ccc(CCN2CC(C(=O)NCCc3ccccc3)CC2=O)cc1 (stereo not given)	-0.2	6	0	9	6	-1	1	0	1
49	COC(=O)CCCc1nc2ccccc2s1	0.0	9	0	0	2	0	-5	-1	-6
50	Clc1ccc(Oc2ccccc2)c2ncccc12	0.2	2	0	-1	6	-1	12	-4	-23
51	COc1ccc(OC)c(-c2cc(C(=O)Nc3c(C)n(C)n(-c4ccccc4)c3=O)no2)c1	0.6	-7	0	-4	2	2	-2	-2	-5
52	O=C(NCc1ccccc1Cl)[C@@H]1CCCN1S(=O)(=O)c1ccc(Cl)cc1	·	-3	0	16	-2	·	·	·	-2
53	CSc1ccccc1NC(=O)CSc1n[nH]c(C)c1[N+](=O)[O-]	2.5	9	0	-4	-12	0	3	-3	5
54	O=C1CCC(C(=O)N2CCCC(N3CCN(c4cccc(C(F)(F)F)c4)CC3)C2)=NN1 (stereo not given)	-0.6	9	4	-4	-7	-4	-1	2	-1
55	CCc1sc(C(=O)NCc2cc(C)n(C)n2)cc1Br	-0.8	-1	1	1	1	-2	2	0	i

This is a random part of the collection. Share with any hit: about 2.6%.
